esBAF inh = Bmi1 luciferase reporter increase in mESCs, primary screen, esBAF inhibitor project, mouse ES cells, Bmi1 luciferase knock-in, single point; hit rate 2% among 350,000; reporter increase, % at 12.5 µM; 24 h; 100% = twice the neutral-well signal; in the data active = activation above about 40%;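 also: 0% = median of the plate's neutral control wells and 100% = double that signal; a rise in the Bmi1 reporter signal indicates esBAF inhibition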
RAD54 inh = inhibitors of human RAD54 branch migration, primary screen, biochemical, fluorescence, single point; RAD54 Holliday junction branch migration, FAM/BHQ fluorescence; hit rate 0.14% among 360,000; inhibition, % at 10.4 µM; DNA repair and recombination protein RAD54-like (Homo sapiens), Q92698;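 active = mean normalized replicate activity at least 40 and at least half of replicates scoring 40 or more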;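 also: 0% = median of neutral control wells and 100% = median of positive control wells; inhibitors cause a drop in the FAM fluorescence signal; in these data hits start at about 50%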
Target sequence (Q92698 whole entry, looked up): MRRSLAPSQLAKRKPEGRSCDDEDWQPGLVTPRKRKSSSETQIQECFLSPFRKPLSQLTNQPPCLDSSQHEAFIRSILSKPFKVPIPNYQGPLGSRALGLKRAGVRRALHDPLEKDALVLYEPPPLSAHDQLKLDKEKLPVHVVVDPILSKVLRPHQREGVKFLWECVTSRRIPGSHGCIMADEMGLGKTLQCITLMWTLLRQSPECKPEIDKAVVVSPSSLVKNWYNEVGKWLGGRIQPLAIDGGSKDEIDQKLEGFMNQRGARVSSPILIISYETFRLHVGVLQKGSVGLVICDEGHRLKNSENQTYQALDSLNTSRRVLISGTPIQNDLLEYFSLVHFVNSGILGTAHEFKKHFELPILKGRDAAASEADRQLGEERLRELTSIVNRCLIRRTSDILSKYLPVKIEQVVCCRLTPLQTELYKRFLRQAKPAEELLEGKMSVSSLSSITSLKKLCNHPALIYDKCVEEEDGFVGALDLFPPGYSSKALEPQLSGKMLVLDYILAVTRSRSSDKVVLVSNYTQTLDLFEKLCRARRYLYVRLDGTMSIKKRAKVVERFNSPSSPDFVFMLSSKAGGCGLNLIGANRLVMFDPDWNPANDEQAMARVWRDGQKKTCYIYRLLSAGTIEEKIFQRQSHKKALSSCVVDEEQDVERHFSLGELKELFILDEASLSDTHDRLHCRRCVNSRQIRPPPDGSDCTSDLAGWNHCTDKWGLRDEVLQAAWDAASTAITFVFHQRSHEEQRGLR
FN deposit inh = inhibitors of fibronectin matrix deposition, primary screen, AH1F cells, Alexa488-fibronectin fluorescence, plate reader; AH1F fibroblasts, overnight; hit rate 0.086% among 350,000; AID 743247, 2014; inhibition, % at 12.6 µM;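 active = mean inhibition across replicates of 30% or more, regardless of how many single replicates reach that level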;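 also: positive control wells lacked labelled fibronectin entirely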
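Assay system: AH1F fibroblasts assembling fluorescent fibronectin matrix; Amount: 10000 AH1F cells per well; Buffer or medium: DMEM, 2% serum; Probe or stimulus: Alexa488-fibronectin, 24 nM final in well; Doses: single compound dose, delivered by pin transfer; Incubation: 1 h adhesion, overnight exposure; Measured by: fluorescence 485/525 nm; Read-out: fibronectin deposition inhibition.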
XiGFP reactiv = activators of inactive X chromosome reactivation, primary screen, imaging, XiGFP fibroblasts, GFP high-content imaging, set 2; XiGFP mouse fibroblasts, % GFP-positive cells imaging, 3 d; cells co-treated with 5-aza-dC sensitizer; scaled so ellipticine positive control = 100%; activation, % at 7.58 µM; hit rate 0.055% among 360,000; AID 743238, 2013;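 active = mean normalized replicate activation at least 10% and every replicate at or above 10%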;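 also: 0% = median of on-plate neutral control wells and 100% = ellipticine 6 µM median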
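Assay system – SV40-immortalized XiGFP fibroblast cells, line 68-5-11 · Buffer or medium – DMEM supplemented with 5-aza-dC as sensitizing agent · Dosing – one concentration, pinned · Benchmarks – positive control ellipticine, 6 µM final · Times – 3 days compound exposure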
S100A4 inh HTS = inhibitors of S100A4-myosin IIA peptide binding, primary screen, biochemical, fluorescence polarization, TAMRA-MyoIIA peptide; Protein S100-A4 (Homo sapiens), P26447; inhibition, % at 10.7 µM; hit rate 0.14% among 360,000;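 active = mean inhibition of at least 70% across replicates, with every replicate also reaching that level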
Target sequence (P26447 whole entry, looked up): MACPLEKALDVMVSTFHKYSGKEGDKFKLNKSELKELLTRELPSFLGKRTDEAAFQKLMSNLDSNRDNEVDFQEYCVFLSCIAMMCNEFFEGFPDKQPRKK
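Test system: S100A4 monomer protein. Medium: HEPES buffer with Ca2+, pH 7.2. Reagent: fluorescent myosin IIA peptide, 5 nM. Compound dosing: single-point compound testing. Timing: 5 min between mix addition and reading. Benchmarks: DMSO neutral and TFP positive wells.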
E-sel inducer = E-selectin induction in HUVECs, primary screen, imaging, HUVEC, immunofluorescence imaging, single point; normalized: neutral wells 0, TNF-alpha wells 100; activation, % at 7.58 µM; hit rate 0.37% among 260,000; AID 686992, 2013;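 active = mean E-selectin-positive cell signal at least 10% of the positive control, reached in at least 60% of replicates, without over 20% cell loss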;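 also: in these data hits start at about 27%; measured in HUVEC primary endothelial cells; signal is the percent of cells scored E-selectin positive by PE staining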
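Material: HUVEC primary endothelial cells; Amount: 3,000 cells per well; Dosing: single concentration; Medium: EGM-2 growth medium on 0.1% gelatin-coated wells; Read-out basis: percent E-selectin-positive cells; Signal: immunofluorescence imaging; Control set: TNF-alpha, DMSO.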
RAD52 anneal inh = RAD52 DNA annealing inhibitors, primary screen, biochemical, FRET, single point, set 2. DNA repair protein RAD52 homolog (Homo sapiens), P43351. recombinant RAD52 DNA annealing, FRET fluorescence. inhibition, % at 18.7 µM. hit rate 0.46% among 360,000. AID 651710, 2012;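 active = every replicate showing at least 50% inhibition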
EWS-Fli inh = EWS/Fli-driven NR0B1 reporter inhibitors, primary screen, A673 cells, NR0B1 luciferase, luminescence, MLPCN library; viability-normalised; inhibition, % at 12.6 µM; hit rate 0.67% among 350,000; AID 651661, 2012;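 active = mean inhibition of at least 50% after viability correction, with every replicate also passing that limit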;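 also: firefly luciferase signal divided by Alamar Blue viability fluorescence both relative to DMSO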
The depositor's hits bear a star; / = not tested or not shown; & = joins results of further samples. An unsorted share of the library. Share with any hit: about 3%.

A first look (5 entries):
SMILES | esBAF inh | RAD54 inh | FN deposit inh | XiGFP reactiv | S100A4 inh HTS | E-sel inducer | RAD52 anneal inh | EWS-Fli inh
CCCC#Cc1ccc([C@@H]2[C@H](CO)N3C(=O)CN(C(=O)CN4CCOCC4)C[C@@H]23)cc1 | / | / | / | 0.2 | 3 | 0.2 | 6 | 6
COc1ccc(S(=O)(=O)Nc2ccc3c(c2)C(=O)N([C@H](C)CO)C[C@H](C)[C@H](CN(C)Cc2ccc(C(F)(F)F)cc2)OCCCC[C@H](C)O3)cc1 | -5 | 5 | -3 | 0.2 | 17 | -0.3 | 33 | 19
CCCCn1c(N)c(N(CCOC)C(=O)c2cc3c(s2)CCC3)c(=O)[nH]c1=O | / | 3 | / | -0.1 | 1 | 0.4 | 0 | 8
N#C/C(=C/c1cn(CC(=O)O)c2ccccc12)C(=O)NCc1ccccc1 | -2 | / | 0 | 0.3 | -12 | / | -16 | 13
O=c1[nH]c(=O)c2cn[nH]c2[nH]1 | -6 | -2 | -5 | -0.1 | 0 | -2.4 | 1 | -4

The whole of this part, previewed entries included:
SMILES | esBAF inh | RAD54 inh | FN deposit inh | XiGFP reactiv | S100A4 inh HTS | E-sel inducer | RAD52 anneal inh | EWS-Fli inh
CCCC#Cc1ccc([C@@H]2[C@H](CO)N3C(=O)CN(C(=O)CN4CCOCC4)C[C@@H]23)cc1 | / | / | / | 0.2 | 3 | 0.2 | 6 | 6
COc1ccc(S(=O)(=O)Nc2ccc3c(c2)C(=O)N([C@H](C)CO)C[C@H](C)[C@H](CN(C)Cc2ccc(C(F)(F)F)cc2)OCCCC[C@H](C)O3)cc1 | -5 | 5 | -3 | 0.2 | 17 | -0.3 | 33 | 19
CCCCn1c(N)c(N(CCOC)C(=O)c2cc3c(s2)CCC3)c(=O)[nH]c1=O | / | 3 | / | -0.1 | 1 | 0.4 | 0 | 8
N#C/C(=C/c1cn(CC(=O)O)c2ccccc12)C(=O)NCc1ccccc1 | -2 | / | 0 | 0.3 | -12 | / | -16 | 13
O=c1[nH]c(=O)c2cn[nH]c2[nH]1 | -6 | -2 | -5 | -0.1 | 0 | -2.4 | 1 | -4
O=C(O)c1ccc(NC(=O)c2cccc(C(=O)Nc3ccc(C(=O)O)cc3)n2)cc1 | -1 | -11 | -1 | 0.0 | -1 | -0.1 | -7 | -1
O=C1C2CC=CCC2C(=O)N1Cc1ccccc1Cl (stereo not given) | 2 | 8 | / | 0.0 | -2 | / | 4 | -1
Cc1ccc(CCNC(=O)c2cc(C)nn2-c2ccccc2)cc1 | / | -7 | 6 | 0.0 | 3 | -0.4 | -15 | 9
Cc1ccccc1S(=O)(=O)N1CC(=O)N2[C@H](C1)[C@H](c1ccc(C#CCN(C)C)cc1)[C@@H]2CO | / | / | / | 0.2 | -4 | 0.2 | 6 | -2
C[C@@H]1CN([C@@H](C)CO)C(=O)c2cc(NC(=O)C3CCCCC3)ccc2O[C@H]1CN(C)CC1CCCCC1 | 4 | -6 | -12 | 0.7 | 10 | / | 0 | 1
COCC#Cc1ccc2c(c1)O[C@@H](CN(C)C(=O)C1CC1)[C@H](C)CN([C@H](C)CO)S2(=O)=O | / | -5 | -8 | -0.5 | -11 | 0.1 | -4 | -13
CC(=O)Nc1c(C)cc(S(C)(=O)=O)cc1C | 3 | 2 | 0 | 0.1 | 27 | 0.5 | -16 | -1
CC(=O)Nc1ccc(NC(=O)C/C(C)=N/NC(N)=S)cc1 | / | / | -7 | 0.4 | 3 | 0.9 | -15 | 9
O=C(CN1CCN(c2ccc(O)cc2)CC1)Nc1ccc(S(=O)(=O)N2CCCC2)cc1 | / | -8 | / | 0.0 | 1 | -0.2 | -8 | -3
O=C(N[C@@H]1CC[C@H](CCNC(=O)C2CCCC2)O[C@H]1CO)c1ccncc1 | -1 | 13 | / | 0.4 | -1 | -0.5 | -17 | 2
Cc1ccc(CNC(=O)c2cccnc2Sc2cccc(Cl)c2)cc1 | / | 0 | -3 | 0.3 | -4 | 5.5 | -14 | -5
C[C@@H]1CN([C@H](C)CO)C(=O)c2cc(NS(=O)(=O)c3ccccc3)ccc2O[C@@H]1CN(C)CC1CC1 | 3 | 7 | / | -1.5 | 0 | / | 1 | -8
O=C(C[C@@H]1C[C@H]2c3cc(NC(=O)Nc4ccccc4)ccc3O[C@H]2[C@@H](CO)O1)NCc1ccncc1 | -2 | -4 | -11 | 0.4 | 0 | -0.3 | -4 | 2
Cc1ccccc1Sc1ccc([N+](=O)[O-])cn1 | / | / | 2 | 0.0 | -2 | 0.1 | -18 | 2
CCCC(=O)Nc1ccc2c(c1)OC[C@@H](C)N(Cc1nccs1)C[C@H](C)[C@@H](OC)CN(C)C2=O | 3 | -1 | -4 | 0.2 | -13 | -0.3 | -2 | 7
C[C@@H]1CCCCO[C@H](CN(C)CC2CCCCC2)[C@H](C)CN([C@H](C)CO)C(=O)c2cc(NC(=O)Nc3cccc4ccccc34)ccc2O1 | -3 | 5 | / | -0.5 | 9 | 3.6 | -53 | 87*
CCC(=O)N(C)C[C@@H]1Oc2ncc(-c3ccc(C)cc3)cc2C(=O)N([C@H](C)CO)C[C@@H]1C | -8 | -9 | -1 | -0.6 | -7 | 0.5 | 17 | -2
Cc1ccccc1NC(=O)C[C@H]1CC[C@H]2[C@@H](COc3ccc(NC(=O)NC(C)C)cc3C(=O)N2C)O1 | / | / | -1 | 0.0 | 3 | 0.0 | 5 | -5
Cc1ccc2c(c1)Oc1ccc([N+](=O)[O-])cc1C(=O)N2 | / | / | 0 | 0.0 | -1 | / | -2 | 14
O=C(Nc1cc(F)ccc1F)N[C@@H]1CC[C@H](CCNC(=O)c2cnccn2)O[C@H]1CO | 3 | -7 | 6 | -0.3 | 12 | -0.2 | -10 | 3
CCOc1ccccc1OCC(O)CNC (stereo not given) | -5 | -1 | / | / | -3 | / | -15 | -1
COc1ccc(NC(=O)Nc2ccc3c(c2)CC(=O)N([C@H](C)CO)C[C@H](C)[C@H](CN(C)S(=O)(=O)c2ccc(Cl)cc2)O3)cc1 | 5 | / | 6 | -0.5 | 5 | -2.7 | 11 | 46
CC(=O)Nc1c(C#N)c(-c2ccccc2)c(C#N)c(=O)n1-c1ccc(C)cc1 | -6 | 0&-6 | / | 0.4 | -4 | -0.8 | -2 | -16
CCOC(=O)C1=C(C)NC2=C(C(=O)CC(C)(C)C2)C1c1ccc(O)c(OCC)c1 (stereo not given) | -11 | / | -4 | 0.0 | -1 | 2.0 | 5 | 4
COc1ccc2c(c1)C(C)=CC(C)(C)N2C(=O)CNCc1ccc2c(c1)OCO2 | -8 | 3 | / | / | 3 | / | 7 | 2
CCn1nc(NS(=O)(=O)c2ccc([N+](=O)[O-])cc2)c2cc3cccc(C)c3nc21 | -6 | 3 | 0 | 0.1 | -4 | / | -15 | /
O=C(Cn1nc(C(=O)O)c2ccccc2c1=O)NC12CC3CC(CC(C3)C1)C2 | -3 | / | 9 | 0.1 | 2 | 8.8 | -17 | -6
COc1ccccc1C(=O)Nc1nnc(S(=O)(=O)N(C)Cc2ccccc2)s1 | -2 | -9 | 11 | 0.1 | -1 | / | -56 | 0
COC(=O)Cn1c(=NC(=O)c2cc(-c3cccs3)nc3ccccc23)sc2cc(S(N)(=O)=O)ccc21 | / | / | 5 | 0.0 | 9 | -1.2 | -20 | -1
COc1cc(SC)ccc1C(=O)N1CCCc2ccccc21 | 5 | -4 | 0 | 0.0 | -1 | / | -5 | 1
CC(c1ccccc1)C1CC(=O)N(c2ccccc2)C1=O (stereo not given) | -4 | 8 | 9 | 0.2 | 0 | / | 12 | 3
CN(C)CCOc1ccc2ccccc2c1 | 2 | 15 | -3 | 0.3 | / | / | / | /
COc1ccc(C(=O)OCC(=O)N2CC(=O)Nc3ccccc32)cc1Br | / | / | -6 | 0.0 | -1 | / | -12 | 1
COc1nc2c(c(-c3cc(Br)cs3)c1C#N)Cc1ccccc1-2 | -12 | -2 | 6 | -0.1 | 0 | 0.0 | -10 | 9
CC(C)NC(=O)c1cc(C2CCCCN2C(=O)c2ccc(C(C)C)cc2)on1 (stereo not given) | 2 | -9 | -2 | 0.2 | 0 | -0.2 | -4 | 0
C[C@H](NC(=O)C[C@@H]1CC[C@@H](NC(=O)Nc2ccc3c(c2)OCO3)[C@H](CO)O1)c1ccccc1 | -12 | 9 | -9 | -0.6 | 13 | -0.4 | 5 | 14
O=C(Nc1c(C(=O)N2CCOCC2)cnn1-c1ccccc1)c1ccc([N+](=O)[O-])cc1 | 0 | 1 | 5 | -0.1 | 8 | -0.1 | -8 | /
O=C(COC(=O)c1nc(Cl)ccc1Cl)c1ccccc1Cl | 6 | 8 | 0 | -0.1 | -6 | / | -16 | -1
O=C(Nc1cccc(Cl)c1)c1ccc(NC2=NC3CS(=O)(=O)CC3S2)cc1 (stereo not given) | -2 | -1 | 8 | 0.0 | 0 | 2.1 | -6 | -9
CN(C)C(=O)[C@H]1[C@H](CO)[C@H]2Cn3c(ccc(-c4cccc(F)c4)c3=O)[C@@H]1N2Cc1ccccc1 | -1 | 2 | / | 0.1 | -23 | 0.2 | 2 | 0
COc1ccc(S(=O)(=O)Nc2ccc3c(c2)C(=O)N([C@@H](C)CO)C[C@H](C)[C@@H](CN(C)C(=O)Nc2ccc(F)cc2)O3)cc1 | -5 | 3 | / | -1.0 | -7 | 0.1 | -4 | 4
CC(C)CN(C(=O)COC(=O)CCSc1ccc(F)cc1)c1c(N)n(Cc2ccccc2)c(=O)[nH]c1=O | -3 | 4 | 2 | 0.0 | -9 | 0.3 | 0 | 3
Cc1ccc(S(=O)(=O)Nc2ccc3c(c2)C(=O)N([C@H](C)CO)C[C@H](C)[C@H](CN(C)Cc2ccc(C(=O)O)cc2)OCCCC[C@H](C)O3)cc1 | -2 | 5 | 0 | 0.2 | 8 | / | 1 | -4
CC(=O)c1cccc(NC(=O)C(C)OC(=O)C2CCC2)c1 (stereo not given) | -10 | -3 | 0 | 0.0 | 0 | -1.2 | -9 | /
O=C(Nc1ccccc1Cl)N1C2CCC1CC(O)(c1cccnc1)C2 (stereo not given) | / | / | -3 | 0.3 | -2 | / | -8 | 0
O=c1cccc(-c2cccc3ccccc23)o1 | / | / | -1 | -0.1 | -7 | 2.6 | -46 | -12
CCOC(=O)N[C@H](C(=O)N1CCC[C@H]1C(=O)NCCc1ccccc1Cl)C1CCCCC1 | / | / | -3 | 0.2 | -4 | 0.0 | 0 | -7
N=C(N)CCCOc1ccccc1-c1ccccc1 | / | / | 6 | -0.1 | 1 | / | 6 | 5
CCOC(=O)Cn1nnnc1C | / | / | 6 | 0.3 | 3 | -1.1 | 10 | -9
CCOCCCNC1=C(Cl)C(=O)c2ccccc2C1=O | / | / | 6 | -0.1 | -1 | / | -6 | -45
